STAT1 blocker: STAT1 signaling inhibitors, primary screen, cell-based, HTS, luciferase reporter. NIH 3T3 STAT1-luciferase reporter, IFN-gamma, luminescence. hit rate 0.35% among 200,000. inhibition, % at 5.5 µM;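 active = inhibition above a set limit, the mean inhibition across all tested compounds plus 3 SD, cut at about 34% in these data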;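 also: 0% = IFN-gamma with DMSO and 100% = IFN-gamma with 300 µM nifuroxazide; values of inactives mirror those of a sister screen read the other way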
FLuc inhib CS: firefly luciferase enzyme inhibitors, primary screen, artefact control for luciferase-based inhibitor screens, biochemical, luminescence, ATPLite; Luciferin 4-monooxygenase (Photinus pyralis), P08659; 10 min; inhibition, % at 10 µM; hit rate 1.5% among 200,000; AID 1006, 2008;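 active = inhibition above about 50% when tested at 10 µM, limit read from the data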
Target sequence (P08659 whole entry, looked up): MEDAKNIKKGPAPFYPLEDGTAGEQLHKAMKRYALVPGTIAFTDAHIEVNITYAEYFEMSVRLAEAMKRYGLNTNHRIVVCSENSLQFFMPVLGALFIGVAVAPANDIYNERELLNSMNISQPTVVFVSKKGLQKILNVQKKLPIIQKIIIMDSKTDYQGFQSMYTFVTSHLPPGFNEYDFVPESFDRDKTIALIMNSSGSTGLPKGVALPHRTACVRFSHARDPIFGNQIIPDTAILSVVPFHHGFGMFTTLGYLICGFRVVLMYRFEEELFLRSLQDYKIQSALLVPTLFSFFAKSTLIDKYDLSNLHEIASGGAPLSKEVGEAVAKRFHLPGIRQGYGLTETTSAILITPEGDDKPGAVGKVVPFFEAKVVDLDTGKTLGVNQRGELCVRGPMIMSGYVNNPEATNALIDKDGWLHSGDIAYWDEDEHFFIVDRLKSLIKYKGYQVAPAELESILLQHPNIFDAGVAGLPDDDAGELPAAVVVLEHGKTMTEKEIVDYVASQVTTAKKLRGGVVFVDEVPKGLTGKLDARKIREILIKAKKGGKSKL
STAT3 inh: IL-6 driven STAT3 reporter inhibitors, primary screen, U3A cells, luciferase, luminescence, MLSCN library. inhibition, % at 5.5 µM. IL-6 STAT3-luciferase reporter; host cell line lacks STAT1. hit rate 0.89% among 190,000;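 active = inhibition above the mean inhibition across all screened compounds plus 3 SD, cut at about 44% in these data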;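 also: 0% = DMSO only wells and 100% = 100 µM nifuroxazide control wells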
Hsp70 act: Hsp70 transcriptional activators, primary screen, cell-based, HeLa, Hsp70 promoter luciferase, luminescence, 10 µM. HeLa Hsp70 promoter luciferase reporter; scaled: vehicle 0, proteasome-inhibitor control 100%. activation, % at 10 µM. hit rate 0.04% among 200,000. AID 1203, 2008;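 active = activation above the mean across all tested compounds plus 3 SD, cutoff set per campaign, cut at about 5.5% in these data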;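 also: 100% = MG132 at 30 µM as the positive control and 0% = DMSO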
STAT1 act: STAT1 signaling activators, primary screen, cell-based, HTS, luciferase reporter | hit rate 2.6% among 200,000 | activation (% of control), % at 5.5 µM | NIH 3T3 STAT1-luciferase reporter, IFN-gamma, luminescence; 100% = IFN-gamma alone, no compound | AID 932, 2007;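 active = activation above the screen-wide mean activation plus 3 SD, cut at about 130% in these data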;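 also: raw ratio to IFN-gamma control signal so 100% means no change and 0% no light; values of inactives mirror those of a sister screen read the other way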
APP transl inh: inhibitors of APP translation via 5'UTR reporter, primary screen, APP 5'UTR luciferase, SH-SY5Y cells; SH-SY5Y APP 5'UTR-luciferase reporter, luminescence; inhibition, % at 2 µM; hit rate 0.82% among 190,000; AID 1285, 2008;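 active = inhibition above a set limit, derived from the sample mean plus 3 SD, cut at about 45% in these data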; also: values of inactives mirror those of a sister screen read the other way
APP 5'UTR act: activators of APP 5'UTR luciferase reporter, primary screen, SH-SY5Y cells; SH-SY5Y APP 5'UTR luciferase reporter, luminescence; zero percent = DMSO vehicle wells; activation, % at 2 µM; hit rate 1% among 190,000; AID 1276, 2008;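 active = activation above a set limit, based on mean plus 3 SD of controls, cut at about 140% in these data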; also: values of inactives mirror those of a sister screen read the other way
RAM network inh: inhibitors of the yeast RAM network, primary screen, dse1pr::URA3 reporter, 5-FOA selection | S. cerevisiae dse1pr::URA3 reporter, 5-FOA growth OD615, 2 d; analog-sensitive cbk1-as2 kinase mutant strain | inhibition, % at 50 µM | hit rate 1.8% among 190,000 | AID 868, 2007;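 active = inhibition above a set limit, 3 SD over mean compound inhibition, cut at about 8.4% in these data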;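 also: 0% = DMSO-only wells with no growth and 100% = 10 µM 1-NA-PP1 full growth; inhibition rescues growth on 5-FOA so higher OD means more RAM inhibition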
STAT3 activator: IL-6 driven STAT3 reporter potentiators, primary screen, U3A cells, luciferase, luminescence, MLSCN library; IL-6 STAT3-luciferase reporter; 100% = signal with IL-6 EC80 alone; activation (% of control), % at 5.6 µM; hit rate 0.91% among 190,000; AID 871, 2007;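 active = activation above the screen-wide mean of compound activation plus 3 SD, cut at about 130% in these data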;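 also: 0% = background luminescence of wells with medium and substrate only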
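Material: human U3A cells carrying STAT3-luciferase construct. Measured by: reporter luminescence signal. Timing: compound 1 h, then IL-6 6 h at 37 °C.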
NF-kB expr up: activators of NF-kB expression in neurons, primary screen, cell-based, HTS. human neuronal cells, NF-kB reporter expression; hits give high values. fold change at 12.5 µM. hit rate 1.6% among 190,000; in the data active = fold change above about 3.3
Starred values were filed as active, the others as inactive; nt = no result given; & = joins results of further samples.

Values run as follows: STAT1 blocker	FLuc inhib CS	STAT3 inh	Hsp70 act	STAT1 act	APP transl inh	APP 5'UTR act	RAM network inh	STAT3 activator	NF-kB expr up
Cn1c(=O)c2c(nc(N3CCOCC3)n2C)n(C)c1=O
    -9	-4	0	-0.2	108	-1	1	1.5	102	1
Cc1cccc(/C=N/NC(=O)CN2CCCCCCC2)c1
    2	-3	-10	-0.4	99	-3	3	2.3	109	1.1
CC(C)(C)c1cc(NC(=O)c2ccc(OC3CCCC3)cc2)no1
    -16	1	5	-0.4	114	-15	15	4.2	98	1.2
Cc1ccc(C(C(=O)NCc2ccccc2)N(Cc2cccs2)C(=O)c2ccc3c(c2)OCCO3)cc1 (stereo not drawn)
    -13	-4	-4	-0.1	111	12	-12	4.8	105	0.26
O=C(Nc1ccc2nc(SCc3ccc(Cl)cc3)sc2c1)c1ccccc1C(=O)N1CCOCC1
    -12	-9	16	-0.3	111	-14	14	6.5	91	0.59
CC1CCCN(C(=O)Cn2c(-c3nonc3N)nc3ccccc32)C1 (stereo not drawn)
    6	-6	9	-0.1	95	0	0	2.7	96	0.87
CCOC(=O)c1sc(NC(C)=O)nc1C
    -9	-2	8	0.0	108	0	0	0.1	99	1.4
O=S(=O)(Nc1nccs1)c1ccc(Br)cc1
    3	-4	0	-0.2	98	14	-14	-0.8	102	1.2
CN1C(=O)/C(=C\C(=O)c2cccs2)c2ccccc21
    5	1	5	-0.1	93	6	-6	5.5	100	1.6
CC(=O)c1nc2ccccc2n1S(=O)(=O)c1ccc(C)cc1
    -8	-1	0	-0.2	107	5	-5	2.5	102	1
Cc1cccc(NC(=O)c2ccc(C(=O)c3ccccc3)o2)c1
    -27	24	28	0.5	125	-78	78	5.5	82	0.9
CCOC(=O)N1CCN(C(=O)CSc2nnc(Cc3cccn3C)n2CCc2ccccc2)CC1
    -4	-6	-9	0.2	104	-2	2	0.9	111	0.93
Cc1ccc(CON=C2CCN(c3ncc(C(F)(F)F)cc3Cl)CC2)cc1
    -1	-4	17	-0.1	101	-2	2	1.1	90	1
Cc1ccccc1CSCC(=O)Nc1c(C)n(C)n(-c2ccccc2)c1=O
    5	-6	2	-0.1	95	-2	2	1.1	100	1
CC1(C)CC(N(Cc2ccccc2)C(=O)Cc2ccccc2)CCO1 (stereo not drawn)
    12	-11	3	-0.1	90	-9	9	-0.4	103	nt
Cc1ccc(S(=O)(=O)Nc2ccc(Cl)cc2)cc1NC(=O)c1cc2c(s1)CCCC2
    1	-8	-3	-0.3	99	-12	12	5.8	105	0.97
Cc1ccccc1Nc1c(-c2ccc(N3CCOCC3)cc2)nc2ncccn12
    -6	59*	23	0.2	105	-58	58	-1.3	89	1.2
COc1ccccc1/C=C(\NC(=O)c1ccc(OC)c(OC)c1)C(=O)Nc1cc([N+](=O)[O-])ccc1C
    3	-8	2	-0.5	97	7	-7	5.3	99	0.9
COc1cc(/C=N/NC(=S)NCCN2CCOCC2)ccc1O
    10	-5	11	-0.3	90	-6	6	1.2	92	1.3
CCOCC(=O)Nc1cccc(OC)c1
    -8	-8	-3	-0.4	108	12	-12	0.3	106	1.8
CCN(CC)C(=O)CSc1nc2ccccc2c(=O)n1CCC(=O)NCCc1ccc(OC)c(OC)c1
    -5	-2	11	0.2	103	-13	13	0.0	96	1.1
CNC(=O)c1c(NC(=O)c2nc3ccccc3s2)sc2c1CCC2
    -76	1	-27	0.2	169*	-79	79	3.3	131	0.52
CCC(C)NC(=O)c1ccc2c(SCC(=O)O)c3c(nc2c1)CCCC3 (stereo not drawn)
    0	2	4	0.0	100	4	-4	0.0	104	1.1
COC(=O)c1ccccc1NC(=O)CSc1nnnn1C1CCCCC1
    5	-4	1	0.1	96	-7	7	2.9	103	0.8
CCOc1cc(C(c2c(C)[nH][nH]c2=O)c2c(C)[nH][nH]c2=O)ccc1O
    -7	-3	-1	-0.3	106	-4	4	1.4	104	0.85
COc1ccccc1C(=O)C1CCCN(C(=O)c2cccc(-n3cccn3)c2)C1 (stereo not drawn)
    2	-5	6	-0.4	97	-5	5	1.1	98	1.1
Cc1cc(C)c2c(CC(=O)Nc3ccc(Cl)cn3)coc2c1
    8	-5	8	-0.6	95	2	-2	2.0	94	0.97
O=C(CN1C(=O)c2ccccc2S1(=O)=O)N1CCN(c2ccccc2F)CC1
    3	-6	11	-0.4	96	3	-3	0.1	94	0.77
CSc1nc(N)c2c(n1)OC(N)=C(C#N)C2c1cccnc1 (stereo not drawn)
    -1	-2	18	0.5	102	6	-6	-0.5	89	1.1
O=C(Nc1ccc(Cl)cc1)c1csc(Cc2ccccc2)n1
    -19	18	5	-0.1	115	-8	8	5.3	99	2.1
COc1ccc2c(C)cc(SCc3c(C)noc3C)nc2c1
    -3	3	12	-0.2	103	-2	2	-0.3	95	1
CC1(CCc2ccccc2)NC(=S)N(c2ccccc2)N1 (stereo not drawn)
    6	0	15	-0.2	95	-13	13	0.1	89	1.8
COc1ccc(NC(=O)CCC(=O)OCC(=O)c2ccc(Oc3ccc([N+](=O)[O-])cc3)cc2)cc1
    5	-4	-3	0.2	96	6	-6	4.4	104	0.78
O=C(c1ccccc1)c1ccccc1C(=O)N1CCN(C(=O)c2ccccc2)CC1
    -23	-9	7	-0.3	118	-11	11	2.5	98	1.1
COc1cccc(NC2SC(=O)N(c3ccccc3)C2=O)c1 (stereo not drawn)
    -17	-5	-13	0.2	117	-14	14	2.5	111	4.1*
COC(=O)C1=C(C)Nc2nc(SCc3ccccc3)[nH]c(=O)c2C1c1cccs1 (stereo not drawn)
    8	2	-3	-0.2	93	11	-11	6.6	103	0.95
CCC(C)Oc1cccc(OCCCCN2C(=O)NC(C)(C)C2=O)c1 (stereo not drawn)
    10	-7	0	-0.1	91	-20	20	0.2	102	0.95
O=C(COC(=O)CCCN1C(=O)c2ccccc2C1=O)Nc1cc(Cl)cc(Cl)c1
    -2	-8	1	-0.2	102	-6	6	5.2	102	1.5
CC1(C)COC(c2cc([N+](=O)[O-])ccc2Cl)=N1
    -4	-5	-1	0.2	104	-9	9	3.3	106	1.3
CC1CCC(C(C)C)C(OC(=O)Cn2c(-c3ccc(Br)cc3)[n+](C)c3ccccc32)C1 (stereo not drawn)
    1&6	-4&-3	12&24	-0.3&-0.1	98&94	-15&-1	15&1	-0.2&-0.6	92&84	1.2&0.8

Ordered by value in Hsp70 act (descending): 6 from the list above.
smiles | Hsp70 act
CSc1nc(N)c2c(n1)OC(N)=C(C#N)C2c1cccnc1 (stereo not drawn) | 0.5
CNC(=O)c1c(NC(=O)c2nc3ccccc3s2)sc2c1CCC2 | 0.2
COc1ccc2c(C)cc(SCc3c(C)noc3C)nc2c1 | -0.2
O=C(c1ccccc1)c1ccccc1C(=O)N1CCN(C(=O)c2ccccc2)CC1 | -0.3
COc1ccccc1C(=O)C1CCCN(C(=O)c2cccc(-n3cccn3)c2)C1 (stereo not drawn) | -0.4
Cc1cc(C)c2c(CC(=O)Nc3ccc(Cl)cn3)coc2c1 | -0.6

Back to the main list, repeating the 2 entries before the break.
Values run as follows: STAT1 blocker	FLuc inhib CS	STAT3 inh	Hsp70 act	STAT1 act	APP transl inh	APP 5'UTR act	RAM network inh	STAT3 activator	NF-kB expr up
CC1(C)COC(c2cc([N+](=O)[O-])ccc2Cl)=N1
    -4	-5	-1	0.2	104	-9	9	3.3	106	1.3
CC1CCC(C(C)C)C(OC(=O)Cn2c(-c3ccc(Br)cc3)[n+](C)c3ccccc32)C1 (stereo not drawn)
    1&6	-4&-3	12&24	-0.3&-0.1	98&94	-15&-1	15&1	-0.2&-0.6	92&84	1.2&0.8
O=C(COC(=O)C12CC3CC(CC(C3)C1)C2)Nc1ncc(Cl)cc1Cl
    3	-3	6	-0.3	97	-11	11	5.5	100	1
CCC(C)N1CCN(S(=O)(=O)c2ccc(NC(C)=O)cc2)CC1 (stereo not drawn)
    -5	-3	1	0.5	103	12	-12	1.8	101	1.1
CC(=O)Oc1ccc(C)cc1N1C(=O)c2ccc(C(=O)O)cc2C1=O
    1	-3	-8	-0.1	99	6	-6	0.7	107	1.4
C#CCN1C(=O)C(O)(CC(=O)c2ccc3c(c2)OCCO3)c2ccccc21 (stereo not drawn)
    -10	-5	8	-0.2	110	9	-9	0.1	97	1.3
OC(CSc1c(Cl)cccc1Cl)CN1CCN(c2ccccc2F)CC1 (stereo not drawn)
    -4	-2	-4	-0.1	104	-5	5	-0.6	108	1.1
CC(C)CCn1c(CN2CCN(Cc3ccccc3)CC2)nc2c1c(=O)[nH]c(=O)n2C
    1	-3	5	-0.1	99	-11	11	-1.6	98	0.81
CC(C)(C)NC(=O)C(OC(=O)c1cccs1)c1ccc(C#N)cc1 (stereo not drawn)
    2	-6	-4	-0.1	98	4	-4	4.9	108	0.99
CCCCN(CC)C(=O)c1cc2cc3ccc(OC)cc3nc2o1
    -25	4	-7	0.1	122	-62	62	-0.3	108	1.9
CC(C)C1S/C(=N/N=C/c2ccco2)NC1=O (stereo not drawn)
    2	1	19	-0.1	98	10	-10	2.9	92	1.2
O=C(Nc1ccc2nc(-c3ccco3)c(-c3ccco3)nc2c1)NC1CC1
    7	24	10	0.0	94	-9	9	1.0	94	0.52
CC(C)c1ccc(N(C(=O)c2csnn2)C(C(=O)NC(C)(C)C)c2cccnc2)cc1 (stereo not drawn)
    -4	-6	14	-0.1	104	-10	10	0.4	94	1
O=C(COc1ccc(Cl)cc1)N1CCN(S(=O)(=O)c2ccc(Cl)cc2)CC1
    4	3	1	-0.2	97	nt	nt	4.7	99	0.96
Cc1cc(/C=c2\sc3nc4ccccc4n3c2=O)c(C)n1-c1ccc(C(=O)O)cc1
    -5	-1	21	-0.3	103	-19	19	4.0	85	0.61
Cc1ccc(CN2C(=O)CCC2C(=O)NCc2ccccc2Cl)cc1 (stereo not drawn)
    -6	1	1	-0.2	105	-7	7	3.1	101	1.1
